Assay outcomes deposited in PubChem by NMMLSC.
RGS4-Gao reg – human RGS4-Galphao interaction regulation. AID 1415. P09471. Multiplexed bead flow cytometry, RGS4-Galphao binding; actives lie on both sides. binding response (% of control), % at 10 µM. 0.33% of 220,000 active; in the data active = binding response below about 49% or above about 150%; inactive = in between;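 also: fluorescent Galphao activated with aluminum fluoride binding bead-coupled RGS4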
Target sequence (P09471 whole entry, looked up): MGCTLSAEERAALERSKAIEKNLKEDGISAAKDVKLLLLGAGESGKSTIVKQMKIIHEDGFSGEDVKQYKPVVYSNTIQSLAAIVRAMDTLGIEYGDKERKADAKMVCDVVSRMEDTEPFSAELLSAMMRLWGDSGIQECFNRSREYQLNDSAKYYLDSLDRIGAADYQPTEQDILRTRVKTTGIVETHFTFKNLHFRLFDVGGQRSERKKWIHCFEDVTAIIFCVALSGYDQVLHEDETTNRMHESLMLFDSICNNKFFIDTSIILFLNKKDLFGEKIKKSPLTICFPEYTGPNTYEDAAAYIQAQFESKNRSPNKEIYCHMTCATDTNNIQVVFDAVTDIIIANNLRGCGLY
Bim-Bcl-2 – disrupts Bim peptide binding to human Bcl-2; P10415; Bead-based flow cytometry, Bim peptide-Bcl-2 binding; inhibition, % at 10 µM; 0.06% of 190,000 active; AID 950; in the data active = inhibition above about 40%; inconclusive = no clear call, values can overlap the other calls;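 also: 0% = no compound wells with probe peptide and 100% = reference peptide inhibitor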
Bim-Bfl-1 – human Bim-Bfl-1 interaction inhibition; Q16548; Bead-based flow cytometry, Bim-Bfl-1 binding inhibition; inhibition, % at 10 µM; 0.12% of 190,000 active; AID 1008;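 also: 0% = wells without compound plus tracer and 100% = blocker peptide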
RGS7-Gao – regulators of human RGS7-Galphao interaction | 0.35% of 220,000 active | P09471 | Multiplexed bead flow cytometry, RGS7-Galphao binding; actives lie on both sides | AID 1439 | binding response (% of control), % at 10 µM; in the data active = binding response below about 49% or above about 150%; inconclusive = no clear call, values can overlap the other calls; inactive = in between;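 also: fluorescent Galphao held in activated GDP-AlF4 state binding bead-coupled RGS7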
Bcl-XL Bim block – inhibitors of Bim-Bcl-XL interaction, human; Q07817; Bim peptide-Bcl-XL binding, bead flow cytometry, fluorescence; inhibition, % at 10 µM; 0.04% of 190,000 active; AID 1007
Target sequence (Q07817 whole entry, looked up): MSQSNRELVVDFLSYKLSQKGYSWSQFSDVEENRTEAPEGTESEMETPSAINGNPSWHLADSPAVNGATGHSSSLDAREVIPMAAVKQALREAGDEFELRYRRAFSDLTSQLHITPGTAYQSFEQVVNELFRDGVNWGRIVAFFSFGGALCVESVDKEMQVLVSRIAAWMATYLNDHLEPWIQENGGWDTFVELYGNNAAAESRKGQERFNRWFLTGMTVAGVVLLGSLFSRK
Bim-Bcl-B – inhibitors of Bim-Bcl-B interaction, human; 0.073% of 190,000 active; bead-based flow cytometry, Bim peptide-Bcl-B binding; inhibition, % at 10 µM; Q9HD36; AID 951;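 also: 0% = tracer peptide without compound and 100% = reference inhibitor peptide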
Target sequence (Q9HD36 whole entry, looked up): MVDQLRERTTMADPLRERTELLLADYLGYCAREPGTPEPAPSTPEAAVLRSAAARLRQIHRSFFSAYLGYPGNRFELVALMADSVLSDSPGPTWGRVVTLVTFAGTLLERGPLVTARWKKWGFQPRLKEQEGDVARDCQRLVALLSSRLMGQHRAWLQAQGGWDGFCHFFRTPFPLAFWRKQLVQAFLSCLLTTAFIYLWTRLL
GSH bead fluor – compound fluoresces at 488/530 nm on GSH beads | GSH beads flow cytometry, compound fluorescence 488/530 nm; stronger effect = higher value | fluorescence (KMESF) at 10 µM | 0.25% of 190,000 active; in the data active = fluorescence above about 89;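 also: glutathione beads carrying GST-tagged Bcl family fusion proteins plus one bare bead set; values are compound well signal with DMSO vehicle wells as background; inactives centre near 16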
ABCG2 block – inhibitors of human ABCG2 transporter, ABCB1 counter-screen; IgMXP3 cells, JC-1 efflux, flow cytometry; inhibition, % at 6.6 µM; 0.1% of 190,000 active; AID 1325;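 active = inhibition above 80%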;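 also: 0% = DMSO and 100% = nicardipine control wells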
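Measure – % inhibition of efflux relative to nicardipine and DMSO · Test system – ABCG2 IgMXP3 and barcoded ABCB1 CCRF-Adr cell mix · Control set – nicardipine as high control, DMSO as low control · Compound – one concentration, 6.6 µM final · Signal – flow cytometry of retained JC-1 fluorescence · Timing – 10 min exposure at 25 °C with rotation, no wash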
ABCB1 inh – blocks JC-1 efflux by human ABCB1 transporter; P08183; CCRF-Adr cells, flow cytometry; inhibition, % at 6.6 µM; 0.067% of 190,000 active; in the data active = inhibition above about 40%;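 also: 0% = vehicle and 100% = reference inhibitor; higher value means more JC-1 retained so stronger ABCB1 efflux block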
RGS8-Gao reg – regulators of human RGS8-Galphao interaction; P09471; multiplexed bead flow cytometry, RGS8-Galphao binding; actives lie on both sides; response (percent of control binding), % at 10 µM; 0.34% of 220,000 active; in the data active = response below about 60% or above about 140%; inactive = in between;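 also: Galphao activated as the GDP aluminium fluoride complex binding bead-coupled RGS8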
Bcl-W Bim block – disrupts Bim peptide binding to human Bcl-W; Q92843; bead-based flow cytometry; inhibition, % at 10 µM; 0.02% of 190,000 active;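 also: 0% = bound tracer without compound and 100% = peptide blocker; higher means less fluorescent Bim peptide bound to Bcl-W beads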
Target sequence (Q92843 whole entry, looked up): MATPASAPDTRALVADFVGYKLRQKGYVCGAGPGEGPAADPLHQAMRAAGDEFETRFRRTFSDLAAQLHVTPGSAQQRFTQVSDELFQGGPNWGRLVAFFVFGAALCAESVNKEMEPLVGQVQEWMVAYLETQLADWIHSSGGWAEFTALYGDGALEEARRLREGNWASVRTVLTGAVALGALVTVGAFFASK
The depositor's hits bear a star; ? = inconclusive; / = not tested or not shown; [ ] = another dose, or the depositor's remark. Rule as the data show it, unless noted: active = inhibition above about 40%.

SMILES	RGS4-Gao reg	Bim-Bcl-2	Bim-Bfl-1	RGS7-Gao	Bcl-XL Bim block	Bim-Bcl-B	GSH bead fluor	ABCG2 block	ABCB1 inh	RGS8-Gao reg	Bcl-W Bim block
O=C(Nc1nc2cc3c(cc2s1)OCO3)C1=COCCO1	93	2	1	100	0	0	15	27	1.8	100	4
Cc1ccc(S(=O)(=O)/N=C2\CN(C)C(=O)N2C)cc1	106	0	-1	104	0	-1	24	0	0.6	105	-2
CCOc1cc(NC(=S)NCCCN2CCOCC2)c(OCC)cc1NC(=O)c1cccc(F)c1	105	-7	-14	109	-5	-11	23	6	1.5	109	-7
O=C(NCc1cccnc1)c1ccc(COc2ccc(Cl)cc2)cc1	100	-1	-4	105	0	-2	16	12	0.9	101	1
CNC(=O)CCCc1nc(-c2ccccc2Cl)no1	98	-2	-10	103	18	-4	57	2	0.4	104	3
O=C(CN(CC1CCCO1)C(=O)c1nsc(Cl)c1Cl)NC1CCCC1 (stereo not given)	101	0	-3	102	0	0	13	1	0.5	104	0
COc1ccc(/C(O)=C2\C(=O)C(=O)N(CCN(C)C)C2c2cccc(OC)c2OC)cc1Cl (stereo not given)	79	0	0	83	2	0	38	-2	-0.2	96	3
O=C1C2CCCN2C(c2cccs2)N1c1ccc(F)cc1 (stereo not given)	100	0	0	96	-2	-1	17	4	2.7	99	0
Cn1c2ccc(F)cc2c2ncn(Cc3ccco3)c(=O)c21	99	-6	-9	100	5	-6	45	19	0.4	99	2
N=C(N)SCc1ccccn1	97	-3	0	100	-1	-5	11	5	0.3	100	-3

Structural class, those above with a Cl atom
SMILES	RGS4-Gao reg	Bim-Bcl-2	Bim-Bfl-1	RGS7-Gao	Bcl-XL Bim block	Bim-Bcl-B	GSH bead fluor	ABCG2 block	ABCB1 inh	RGS8-Gao reg	Bcl-W Bim block
O=C(NCc1cccnc1)c1ccc(COc2ccc(Cl)cc2)cc1	100	-1	-4	105	0	-2	16	12	0.9	101	1
CNC(=O)CCCc1nc(-c2ccccc2Cl)no1	98	-2	-10	103	18	-4	57	2	0.4	104	3
O=C(CN(CC1CCCO1)C(=O)c1nsc(Cl)c1Cl)NC1CCCC1 (stereo not given)	101	0	-3	102	0	0	13	1	0.5	104	0
COc1ccc(/C(O)=C2\C(=O)C(=O)N(CCN(C)C)C2c2cccc(OC)c2OC)cc1Cl (stereo not given)	79	0	0	83	2	0	38	-2	-0.2	96	3

The results go on.
SMILES	RGS4-Gao reg	Bim-Bcl-2	Bim-Bfl-1	RGS7-Gao	Bcl-XL Bim block	Bim-Bcl-B	GSH bead fluor	ABCG2 block	ABCB1 inh	RGS8-Gao reg	Bcl-W Bim block
C=CCn1c(SCc2ccc(F)cc2)nc2c1c(=O)[nH]c(=O)n2C	97	-4	-11	99	-4	-3	12	2	1.1	103	2
O=C(Nc1ccc(N2CCCCC2)cc1)c1cccnc1	103	-5	-14	103	-2	-5	22	-1	-0.3	102	1
COc1cc(/C=C(\C#N)c2nc3ccc(C)cc3[nH]2)cc([N+](=O)[O-])c1O	101	11	11	100	15	13	11	-1	-0.8	103	16
COc1ccc(CCNC(=O)C(=O)Nc2ccc3c(c2)OCCO3)cc1OC	109	-2	-2	110	-1	-5	19	0	0.3	106	-3
COc1ccc(N(C(=O)CSCC(=O)Nc2cc(C)on2)C(C(=O)NC2CCCCC2)c2ccc(O)c(O)c2)cc1 (stereo not given)	90	0	10	89	-4	-4	7	1	0.1	93	-1
CC(C)CC(C(=O)NC(C)(C)C)N(CC1CCCO1)C(=O)c1snc(C(N)=O)c1N (stereo not given)	102	-2	-7	99	-3	-4	11	1	1.3	99	-1
Cc1ccc(S(=O)(=O)Nc2ccc(Cl)cc2C(=O)c2ccc(F)cc2)cc1	97	-8	-11	99	-4	-9	16	2	1.7	102	0
CCN1CCN(c2nc3c(c(=O)n(C)c(=O)n3C)n2CCSc2ncccn2)CC1	100	-7	-8	99	0	-6	35	2	0.1	102	-2
CCCc1cc(-n2ccnc2)n2c(nc3ccccc32)c1C#N	162*[activator]	?	/	151*[activator]	/	/	150*	9	2.3	119	/
C=CCn1c(COc2ccccc2F)nnc1SCC(=O)N1CC(=O)Nc2ccccc21	97	-12	-27	96	-11	-8	24	11	-0.4	97	-3
Cc1sc2ncnc(OCC(=O)NC(C)C(C)C)c2c1C (stereo not given)	98	-4	-5	98	-4	-6	20	2	1.2	98	0
COc1ccccc1C(=O)C1CCCN(C(=O)c2cc(CC(C)C)nc(C)n2)C1 (stereo not given)	100	-4	-1	104	0	-4	9	1	1.6	101	-2
Cc1cc(NC(=O)c2ccc3c(c2)OCO3)ccc1NC(=O)c1ccco1	86	4	0	91	-3	-2	11	12	0.9	94	0
CCC1S/C(=N\S(=O)(=O)c2cccs2)N(C2CCCCC2)C1=O (stereo not given)	99	-5	-13	97	0	-5	56	0	1.2	100	3
COCCn1c(CN2CC(C)CC(C)C2)nc2c1c(=O)n(C)c(=O)n2C (stereo not given)	102	-4	-3	100	-8	-8	16	0	0.2	108	-5
COC(=O)c1ccc(NC(=O)CN(c2ccc(C)cc2)S(=O)(=O)c2c(C)n[nH]c2C)cc1	84	0	1	83	0	0	12	3	0.3	81	3
Cc1cccc(N(C(=O)Cn2nnc3ccccc32)C(C(=O)NCc2ccco2)c2ccncc2)c1 (stereo not given)	109	-12	-13	106	-4	-7	13	7	5.0	104	-2
C[C@@H](C(=O)N1CCNCC1)n1cc(CCCN=C(N)N)nn1	107	-3	-4	103	-4	-4	22	2	1.1	102	-3
O=C1c2ccccc2C(O)N1CCN1CCOCC1 (stereo not given)	103	-3	-3	102	-8	-9	16	-1	-0.1	101	-9
O=C(CCC(=O)OCc1ccc(C(=O)Oc2ccccc2)cc1)Nc1cccc2ccccc12	108	-4	-11	101	-1	-9	16	1	0.3	104	1
Cc1cc(NC(=O)CNC(=O)C2CCCCC2)no1	103	-1	-9	104	-5	-2	28	0	0.0	101	1
CCCN(CCC)CCNC(=O)C1CC(=O)N(c2ccc(OC)cc2)C1c1ccc(OC)cc1 (stereo not given)	99	0	0	96	2	-1	8	0	0.0	90	-2
COc1cccc(NC(=O)C2CCCCC2)c1	98	9	0	100	-2	-2	19	3	0.7	96	-2
CCOC(=O)C1=C(COc2ccc(F)cc2Cl)NC(=O)NC1c1cc(C)ccc1C (stereo not given)	100	0	0	102	2	-2	15	3	0.9	103	0
Cc1cccc(C(=O)Nc2cccc(OC(=O)c3cccc(C)c3)c2)c1	108	3	0	101	-1	0	14	4	0.3	99	-1
CNC(=S)NCCc1ccc(OC)c(OC)c1	92	-10	-16	100	2	-10	31	2	0.6	100	-1
O=C(C1=C[C@H](C2CCCCC2)C[C@H](OCc2ccc(CO)cc2)O1)N1CCOCC1	99	1	-4	103	-2	1	18	4	0.9	101	0
C=CCOC(=O)C1=C[C@H](C2CC2)[C@@H](CCCO)[C@H](OCC)O1	96	-3	-3	96	-2	-5	16	3	0.5	101	0
CNC(=O)COC(=O)/C=C/c1cccc(F)c1	92	-2	-5	92	-5	-8	13	27	1.6	97	-4
c1ccc(-c2nnc(N3CCN(c4ccccn4)CC3)c3ccccc23)cc1	100	-9	-12	101	-12	-7	38	17	8.6	100	0

As entered above:
CCCN(CCC)CCNC(=O)C1CC(=O)N(c2ccc(OC)cc2)C1c1ccc(OC)cc1 (stereo not given) @ Bcl-W Bim block: -2
CNC(=S)NCCc1ccc(OC)c(OC)c1 @ ABCG2 block: 2
COc1cccc(NC(=O)C2CCCCC2)c1 @ RGS7-Gao: 100
Cc1cccc(C(=O)Nc2cccc(OC(=O)c3cccc(C)c3)c2)c1 @ RGS8-Gao reg: 99
CCOC(=O)C1=C(COc2ccc(F)cc2Cl)NC(=O)NC1c1cc(C)ccc1C (stereo not given) @ ABCG2 block: 3
c1ccc(-c2nnc(N3CCN(c4ccccn4)CC3)c3ccccc23)cc1 @ ABCG2 block: 17

Single records, as listed above. Screens in order: RGS4-Gao reg	Bim-Bcl-2	Bim-Bfl-1	RGS7-Gao	Bcl-XL Bim block	Bim-Bcl-B	GSH bead fluor	ABCG2 block	ABCB1 inh	RGS8-Gao reg	Bcl-W Bim block
`c1ccc(-c2nnc(N3CCN(c4ccccn4)CC3)c3ccccc23)cc1` is listed with 100	-9	-12	101	-12	-7	38	17	8.6	100	0
`Cc1cc(NC(=O)CNC(=O)C2CCCCC2)no1` is listed with 103	-1	-9	104	-5	-2	28	0	0.0	101	1

Later entries:
SMILES	RGS4-Gao reg	Bim-Bcl-2	Bim-Bfl-1	RGS7-Gao	Bcl-XL Bim block	Bim-Bcl-B	GSH bead fluor	ABCG2 block	ABCB1 inh	RGS8-Gao reg	Bcl-W Bim block
C/C(=N\NC(=O)c1nonc1N)c1cccs1	104	-2	-8	105	-5	0	20	0	0.2	104	-3
CS(=O)(=O)Nc1cccc(C2=NN(S(=O)(=O)c3ccc(F)cc3)C(c3cccs3)C2)c1 (stereo not given)	101	-6	-1	98	-7	-10	11	3	1.7	103	-5
Cc1ccc(NCc2nnc(SCCN3CCCCC3)n2CC2CCCO2)cc1Cl (stereo not given)	103	-8	-12	105	-7	-8	30	20	-0.6	105	0
COc1cc(S(=O)(=O)NC2CCCC2)ccc1Cl	103	-12	-20	99	-12	-10	37	13	2.0	99	-1
COC(=O)[C@H](CCSC)NC(=O)N1CCC(C)CC1	98	-8	-14	100	-4	-9	16	2	1.3	99	-1
CC(NC(=O)Cn1cc2c(n1)CCCCC2)c1ccccc1 (stereo not given)	102	-2	-10	102	-6	-6	16	0	0.3	103	-1
O=C(NCC1CCCO1)C1CCN(C2CCN(C(=O)C3CCCCC3)CC2)CC1 (stereo not given)	100	0	-4	104	0	0	17	0	0.0	102	3
CC(C)c1nc(SCC(=O)Nc2cccc(S(N)(=O)=O)c2)n[nH]1	102	-7	-14	100	-3	-6	22	2	0.2	101	1
CCc1onc(C)c1C(=O)Nc1ccc2c(c1)OCO2	99	1	-2	102	-1	-5	22	0	-0.3	100	-2
CCOC(=O)N1CCC(N2CC34C=CC(O3)C(C(=O)Nc3ccc(C(C)C)cc3)C4C2=O)CC1 (stereo not given)	102	-9	-11	102	-3	-5	22	1	0.2	103	2
N#C/C(=C/c1ccc(N2CCCC2)c([N+](=O)[O-])c1)c1nc2ccccc2[nH]1	100	-4	-16	102	-4	-6	31	-9	-0.2	100	2
COc1ccc(O)c(C(c2c(C)[nH][nH]c2=O)c2c(C)[nH][nH]c2=O)c1	102	0	-2	102	0	-1	13	2	0.7	100	-5
C=CCSC(=C(C#N)C#N)c1cc2c([nH]1)CCCC2	97	-10	-10	98	-4	-7	10	6	0.6	100	0
O=C(COC(=O)CCN1C(=O)c2cccc([N+](=O)[O-])c2C1=O)NCc1ccccc1	99	0	-2	?	0	0	12	9	0.9	101	3

An excerpt from further up:
SMILES	RGS4-Gao reg	Bim-Bcl-2	Bim-Bfl-1	RGS7-Gao	Bcl-XL Bim block	Bim-Bcl-B	GSH bead fluor	ABCG2 block	ABCB1 inh	RGS8-Gao reg	Bcl-W Bim block
COc1ccc(O)c(C(c2c(C)[nH][nH]c2=O)c2c(C)[nH][nH]c2=O)c1	102	0	-2	102	0	-1	13	2	0.7	100	-5
C=CCSC(=C(C#N)C#N)c1cc2c([nH]1)CCCC2	97	-10	-10	98	-4	-7	10	6	0.6	100	0
